Screening data: PubChem, National Center for Advancing Translational Sciences (NCATS)
EPAC1 antagonist = blocks human EPAC1 exchange factor | EPAC1 GEF assay, Rap1b-BODIPY-GDP exchange fluorescence | Potency, µM (series often up to 115 µM), without a hit: top-dose activity change, negative = inhibition, hits mostly inhibitors | O95398 | AID 720709 | actives 0.14% (n = 360,000);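 note: potency is the fitted concentration of half-maximal effect; plate controls were vehicle for no effect and positive control for full effect; nearly all actives have a fitted effect of over 50% in size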
PI5P4Ka inh = PI5P4K alpha (human) kinase inhibition. P48426. PI5P4Kalpha enzyme, ADP-Glo luminescence, 60 min; active compounds read low. max response, %. actives 1.2% (n = 330,000); active = max response of -50% or lower; inconclusive = between -30% and -50%; inactive = -30% or higher; note: value at the top dose of about 77 µM; % is set by controls: 0 for no effect and ±100 for the full control effect
Target sequence (P48426 whole entry, looked up): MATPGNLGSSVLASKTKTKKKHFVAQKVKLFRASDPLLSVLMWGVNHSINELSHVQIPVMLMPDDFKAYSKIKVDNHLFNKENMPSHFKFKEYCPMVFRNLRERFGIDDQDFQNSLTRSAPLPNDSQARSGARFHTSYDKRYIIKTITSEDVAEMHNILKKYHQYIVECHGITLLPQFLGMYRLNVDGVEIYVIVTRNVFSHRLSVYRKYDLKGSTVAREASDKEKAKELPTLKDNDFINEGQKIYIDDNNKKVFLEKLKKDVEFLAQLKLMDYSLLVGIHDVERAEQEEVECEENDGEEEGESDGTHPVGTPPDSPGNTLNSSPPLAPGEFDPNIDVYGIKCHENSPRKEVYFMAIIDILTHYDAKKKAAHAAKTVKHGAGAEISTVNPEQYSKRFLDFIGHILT
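Human PI5P4Kalpha with substrate in 0.038 M HEPES pH 7.4, 0.28 mM EGTA, 0.1% CHAPS, 5% DMSO; reaction started with 5 microM ATP (final), 60 min at room temperature. ADP formed read by ADP-Glo luminescence.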
WRN helicase inh = WRN helicase (human) inhibition; Q14191; AID 651768; actives 0.46% (n = 360,000); Potency, µM (doses to about 114 µM), for the others: at the top dose activity change, negative = inhibition, usual class: inhibitors; WRN helicase unwinding, fluorescent forked duplex, kinetic; note: potency is the fitted concentration of half-maximal effect; % is set by controls: 0 for no effect and ±100 for the full control effect; nearly all actives have a fitted effect of over 55% in size
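WRN at 20 nM final preincubated with compound 15 min at room temperature; reaction started with 100 nM fluorophore/quencher forked duplex oligonucleotide and 2 mM ATP final. Unwinding followed kinetically by red fluorescence (ex 525, em 598 nm).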
Abeta rescue = A-beta toxicity reversal in yeast; AID 1347071; yeast expressing A-beta42, growth rescue, OD600, 48 h; response scale: 0% DMSO, 100% iron-clioquinol control; actives 0.063% (n = 410,000); Potency, µM (doses to about 46.1 µM), for inactives: top-dose growth rescue, most hits filed as activators; note: potency is the fitted concentration of half-maximal effect; nearly all actives have a fitted effect of over 55% in size
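Yeast growth medium received pinned compounds, then yeast cells expressing toxic A-beta were added; plates incubated at 30 C for 48 hr. Growth read as absorbance at 600 nm, normalized to DMSO and equimolar FeCl3 plus clioquinol controls.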
PLK1 PBD block = blocks phosphopeptide binding to human PLK1 polo-box domain. Potency, µM, inactives show max response, negative = inhibition, most hits filed as inhibitors. AID 720504. P53350. Plk1 PBD binding of FITC phosphopeptide, fluorescence polarization. actives 2.8% (n = 360,000); note: potency is the fitted concentration of half-maximal effect; series mostly up to about 57 µM; % is set by controls: 0 for no effect and ±100 for the full control effect; nearly all actives have a fitted effect of over 65% in size
Target sequence (P53350 whole entry, looked up, the tested form may be a part): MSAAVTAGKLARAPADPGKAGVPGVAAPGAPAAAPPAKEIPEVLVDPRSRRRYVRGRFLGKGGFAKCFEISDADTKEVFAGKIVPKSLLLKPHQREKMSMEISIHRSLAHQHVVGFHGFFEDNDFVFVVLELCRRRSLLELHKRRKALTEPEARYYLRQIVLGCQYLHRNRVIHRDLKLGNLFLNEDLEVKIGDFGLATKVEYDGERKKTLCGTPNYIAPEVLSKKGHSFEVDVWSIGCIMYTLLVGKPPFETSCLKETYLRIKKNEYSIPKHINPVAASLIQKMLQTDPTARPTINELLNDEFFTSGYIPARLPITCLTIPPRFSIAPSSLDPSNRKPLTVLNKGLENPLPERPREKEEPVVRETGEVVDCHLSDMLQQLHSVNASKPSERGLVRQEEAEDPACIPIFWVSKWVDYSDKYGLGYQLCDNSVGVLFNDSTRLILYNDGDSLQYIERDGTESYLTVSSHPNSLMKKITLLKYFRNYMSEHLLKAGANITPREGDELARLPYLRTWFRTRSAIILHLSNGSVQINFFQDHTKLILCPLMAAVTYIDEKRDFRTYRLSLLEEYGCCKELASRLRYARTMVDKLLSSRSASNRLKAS
IL-2 act = IL-2 activation; actives 0.065% (n = 360,000); IL-2 activation reporter assay, cell-based qHTS; stimulated with anti-CD3/CD4/CD28 beads; in transgenic mouse T cells; activation, % (series mostly up to about 46 µM); in the data active = activation above about 50%; inconclusive = mostly about 30% to 49%; note: 0% is about no effect
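Quantitative HTS in unstimulated transgenic mouse T cells, with memory T cells as non-tolerant control and PMA/ionomycin as tolerance-bypass control. Compound pretreatment lasted 60 minutes before 18 h bead stimulation; EGFP/DsRed fluorescence read.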
EPAC1 agonist = activates human EPAC1 exchange factor; EPAC1 agonist qHTS, biochemical assay; response scale: 100% = response to 6.5 mM cAMP; Potency, µM (doses to about 154 µM), for inactives: at the top dose activation, actives largely listed as activators; O95398; actives 0.073% (n = 360,000); AID 720707; note: potency is the fitted concentration of half-maximal effect; nearly all actives have a fitted effect of over 60% in size
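Nucleotide exchange assay: 100 nM EPAC1 with 250 nM Rap1B loaded with BODIPY-GDP and 50 uM GDP, room temperature. Fluorescence (480/540 nm) read every 5 min for 30 min; signal change normalized to 6.5 mM cAMP as full agonist.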
FUS yeast rescue = rescues growth of FUS-expressing yeast; S. cerevisiae FUS-expressing, growth rescue, OD600, 24 h; Potency, µM (series often up to 76.6 µM), without a hit: at the top dose growth rescue (activation), actives largely listed as activators; actives 0.24% (n = 390,000);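 note: potency is the fitted concentration of half-maximal effect; plate controls were DMSO vehicle for no effect and reference control for full effect; nearly all actives have a fitted effect of over 55% in size; some results filed as inactive show a strong effect at the top dose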
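Yeast FUS proteinopathy model; galactose-induced FUS (2%), starting OD 0.005. Cpds in dilution series, 24hr, 30C, 99% humidity. Abs 600 nm growth. Pos ctrl CP55940 (top 92uM final); neg ctrl DMSO.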
* = called active by the depositor; u = inconclusive; x = no result given; & = joins results of further samples; [ ] = another dose, or the depositor's remark. Unless noted, calls come from the whole dose curve; as a rule, active = well fitted curve in the direction sought with a large enough effect; inconclusive = small, poorly fitted or top-dose-only effect, or another doubt; inactive = no such curve, though single readings can be large; an effect the other way counts as inactive or inconclusive.

Keys – A = EPAC1 antagonist; B = PI5P4Ka inh; C = WRN helicase inh; D = Abeta rescue; E = PLK1 PBD block; F = IL-2 act; G = EPAC1 agonist; H = FUS yeast rescue
> COC(=O)CSC(C)C(=O)Nc1nnc(C(C)C)s1 (stereo not given)
  A: -8% | B: -4 | C: 1% | D: -10% | E: -10% | F: 0.9 | G: -3% | H: -24%

> COC(=O)C1=C(C)N(Cc2ccccc2)C(=NCc2ccc(OC)cc2)N[C@H]1c1cccc(F)c1
  A: 3% | B: -5 | C: 3% | D: 13% | E: -8% | F: -0.4 | G: 2% | H: 8%

> CCCCCn1nnnc1-c1nc2cc3ccccc3cc2[nH]c1=O
  A: -10% | B: -7 | C: 0% | D: -22% | E: -6% | F: -0.2 | G: -16% | H: 26%

> CCCCC(=NCCO)C1=C(O)C(C(=O)OC)C(C)(C)CC1=O (stereo not given)
  A: -6% | B: -3 | C: -8% | D: -9% | E: -2% | F: 0.0 | G: -2% | H: -15%

> Cc1nn(CCc2nn[nH]n2)c2nc(-c3ccc(Br)cc3)cc(C(F)(F)F)c12
  A: -28% | B: 8 | C: -33% | D: -8% | E: u | F: 1.5 | G: -14% | H: 0%

> Clc1ccc(SCCOCCN2CCc3ccccc3C2)cc1
  A: -3% | B: 10 | C: -3% | D: 1% | E: 5% | F: -4.8 | G: 0% | H: 2%

> CC1(C)CC(=O)C(=CN2CCOCC2)C(=O)C1
  A: 18% | B: 4 | C: 8% | D: -8% | E: -17% | F: -0.5 | G: 7% | H: -6%

> O=c1[nH]c(Nc2ccccc2Cl)cc2ccccc12
  A: 7% | B: 2 | C: 12% | D: -12% | E: -12% | F: 0.7 | G: -2% | H: -2%

> Cn1nc(-c2ccc(Cl)cc2)cc1NC(=O)CC(C)(C)CC(=O)O
  A: 1% | B: 2 | C: 1% | D: 4% | E: -1% | F: 0.5 | G: -11% | H: -8%

> COC(=O)CSc1nnc(-c2ccc3c(c2)OCO3)n1C
  A: -21% | B: 5 | C: -14% | D: -2% | E: -9% | F: 2.4 | G: 2% | H: 6%

> CCOc1ccc(C(=O)N2CCCCCC2)cc1
  A: -2% | B: -2 | C: -32%[57.1 µM] | D: -7% | E: -10% | F: -1.7 | G: -8% | H: -25%

> CCOC(=O)N1CCc2c(sc(NC(C)=O)c2C(N)=O)C1
  A: -9% | B: 0 | C: 9% | D: -5% | E: -12% | F: -3.0 | G: -10% | H: 2%

> COc1ccc([C@@H]2CC=C(C(=O)O)CN2S(=O)(=O)c2ccc(C)cc2)cc1OC
  A: -1% | B: 3 | C: 3% | D: 5% | E: 3% | F: 0.7 | G: 4% | H: 28%

> CCn1c(CNc2nc3ccccc3n2C(C)C)nc2ccccc21
  A: 6% | B: 2 | C: 8% | D: 6% | E: 2% | F: 0.8 | G: 4% | H: -26%

> Cn1cc(Cl)c(C(=O)NNC(=S)NCc2ccco2)n1
  A: -5% | B: -9 | C: -4% | D: -7% | E: 27µM* | F: -0.4 | G: 2% | H: 8%

> CC(OC(=O)C1=Cc2ccccc2OC1)C(=O)NCC1CCCO1 (stereo not given)
  A: u | B: -63* | C: -33% | D: 1% | E: 12µM* | F: -1.9 | G: -4% | H: 20%

> O=C(NCC(c1ccco1)N1CCc2ccccc2C1)c1ccccc1Br (stereo not given)
  A: 1% | B: 10 | C: 0% | D: -8% | E: -1% | F: -2.5 | G: 13% | H: -6%

> CCOC(=O)c1ccc(NC(=O)c2cc3c(s2)CCC3)cc1
  A: 6% | B: 0 | C: -15% | D: -13% | E: 0% | F: -1.6 | G: -16% | H: -4%

> CCOC(=O)N1CCN(C(=O)c2cccn3c(=O)c4sccc4nc23)CC1
  A: -10% | B: x | C: 2% | D: 5% | E: 0% | F: 3.1 | G: 12% | H: 20%

> COc1ccc2cnn(-c3ccccc3C)c(=O)c2c1OC
  A: 6% | B: -1 | C: 1% | D: -38%[inhibitor] | E: 4% | F: -2.6 | G: 5% | H: 9%

> CCOC(=O)Nc1nnc(CCc2ccccc2)s1
  A: -1% | B: -28 | C: 7% | D: -5% | E: -2% | F: 0.6 | G: 0% | H: 10%

> Cc1ccc(-c2nnn(CC(=O)Nc3cccc4cccnc34)n2)o1
  A: 10% | B: -17 | C: -5% | D: -8% | E: -11% | F: 0.3 | G: 10% | H: 13%

> Nc1c(C(=O)NC2CCCC2)c2nc3ccccc3nc2n1/N=C/c1cccnc1
  A: 6% | B: -1 | C: -5% | D: -4% | E: 0% | F: -2.3 | G: 1% | H: 7%

> Cc1cc(C)cc(-n2nnc(C(=O)NCc3ccco3)c2N)c1
  A: 9% | B: 7 | C: -6% | D: 4% | E: -1% | F: -3.2 | G: 0% | H: 6%

> COc1cccc(CNC(=O)COc2cc(O)c3c(c2)OC(C)(C)CC3=O)c1
  A: -11% | B: 2 | C: -2% | D: 8% | E: 5% | F: 0.8 | G: -2% | H: 17%

> COc1ccccc1C(=O)N/C(=C\c1cn(S(=O)(=O)N(C)C)c2ccccc12)C(=O)N1CCOCC1
  A: 10% | B: 0 | C: 1% | D: 7% | E: 5% | F: -2.8 | G: 1% | H: -5%

> COc1ccc(NC2=C(C(C)=O)C(c3ccc(OC)c(OC)c3)C(C(C)=O)C(C)(O)C2)cc1 (stereo not given)
  A: -15% | B: 0 | C: -6% | D: 19% | E: -5% | F: 0.5 | G: 12% | H: 24%

> Cc1ccccc1CN1C(=O)c2ccccc2Sc2ccc(C(=O)NCCN3CCOCC3)cc21
  A: -12% | B: 1 | C: 7% | D: -4% | E: -4% | F: -2.6 | G: -14% | H: 31%

> Cc1cccc(/C=N/NC(=O)Cn2nnnc2N)n1
  A: -9% | B: -2 | C: -3% | D: 18% | E: 0% | F: -2.9 | G: 8% | H: 3%

> COc1cccc(OCC(O)CO)c1 (stereo not given)
  A: -3% | B: x | C: 6% | D: -4% | E: -5% | F: -2.6 | G: -2% | H: -13%

> CCOc1ccc(NC(=S)N2CCN(c3ccc(N4CCOCC4)nn3)CC2)cc1
  A: -10% | B: -1 | C: -4% | D: 0% | E: -13% | F: 0.1 | G: 11% | H: -6%

> Cc1cccc(N2CCN(C(=O)CCNS(=O)(=O)c3ccc4c(c3)oc(=O)n4C)CC2C)c1 (stereo not given)
  A: 5% | B: -2 | C: 1% | D: 2% | E: 1% | F: -1.1 | G: 1% | H: 14%

> COc1ccccc1NC(=O)Nc1ccnn1Cc1cccs1
  A: 0% | B: 5 | C: -21% | D: 11% | E: -6% | F: -3.1 | G: 6% | H: 38%

> Cc1ccc(S(=O)(=O)NC(=S)c2ccccc2)cc1
  A: -2% | B: -3 | C: -5% | D: 16% | E: -21% | F: -3.9 | G: -1% | H: 3%

> Nc1ccc2c(c1)C(O)c1cccc(C(=O)O)c1-2 (stereo not given)
  A: 2% | B: 5 | C: u | D: -9% | E: -2% | F: -0.5 | G: 6% | H: x

> Cc1ccc(C(=O)NC(N(C)C)C(Cl)(Cl)Cl)cc1 (stereo not given)
  A: -4% | B: 3 | C: 8% | D: 2% | E: -18% | F: -3.6 | G: 1% | H: -31%

> COc1ccc(N(C(C)=O)C2C=CS(=O)(=O)C2)c(OC)c1 (stereo not given)
  A: 10% | B: x | C: -10% | D: 3% | E: -6% | F: 2.6 | G: 3% | H: 7%

> COc1ccc(N(CC(=O)NCCC2=CCCCC2)S(=O)(=O)c2c(C)[nH]c(=O)[nH]c2=O)cc1
  A: -18% | B: -2 | C: -3% | D: 0% | E: -20% | F: 0.8 | G: -7% | H: 16%

> CCCCN(C(=O)CSCc1c(C)noc1C)c1c(N)n(CCC)c(=O)[nH]c1=O
  A: -17% | B: 1 | C: -4% | D: -8% | E: -10% | F: -0.8 | G: 5% | H: 5%

> CC1CN(C(=O)c2cc3ccccc3cc2O)CC(C)O1 (stereo not given)
  A: -16% | B: 5 | C: 0% | D: 10% | E: -6% | F: -1.9 | G: -3% | H: -7%

> CC(Sc1nnc(-c2ccco2)n1C)C(=O)N(C)C1CCCCC1 (stereo not given)
  A: -3% | B: 0 | C: 2% | D: 5% | E: -5% | F: -5.2 | G: -2% | H: -1%

> Cc1c(NC(=O)Nc2ccccc2C(F)(F)F)c(=O)n(-c2ccccc2)n1C
  A: 0% | B: 2 | C: 8% | D: -6%&-9% | E: -1% | F: -0.5 | G: 5% | H: 9%&-32%

> O=C(NC(Cc1c[nH]c2ccccc12)C(=O)NCc1ccc(F)cc1)OCc1ccccc1 (stereo not given)
  A: -15% | B: 0 | C: -10% | D: 1% | E: -2% | F: -2.9 | G: 0% | H: -20%

> COCc1nnc(NS(=O)(=O)c2ccccc2)s1
  A: 7% | B: 0 | C: 0% | D: -2% | E: -15% | F: 3.4 | G: 4% | H: 3%

> O=c1ccn(-c2cccc(C(F)(F)F)c2)nc1-c1ccn(-c2ccccc2)n1
  A: -10% | B: 6 | C: -10% | D: -4% | E: -2% | F: 0.6 | G: -11% | H: 23%

> Cc1ccc(-c2noc(CCC(=O)NC3CCCc4ccccc43)n2)cc1 (stereo not given)
  A: -8% | B: 2 | C: 0% | D: 19% | E: -7% | F: -0.6 | G: 4% | H: -3%

> O=C(NCCCN1CCCC1)c1cc(Sc2ccc(F)cc2)nc2ccccc12
  A: 7% | B: -3 | C: 14% | D: -4% | E: -9% | F: 0.0 | G: -10% | H: 17%

> C=CCN1/C(=C(\C#N)C2=NS(=O)(=O)c3ccccc32)N(C)c2ccccc21
  A: -3% | B: x | C: -4% | D: -5% | E: -5% | F: -0.4 | G: 13% | H: -11%

> Cc1cc(C)c2c(=O)[nH]n(C3CCCCCC3)c2n1
  A: -9% | B: 1 | C: -4% | D: 6% | E: 10% | F: 4.5 | G: -3% | H: -31%

> Cc1ccc(-n2[nH]c(=O)c3cccnc32)cc1
  A: 5% | B: x | C: 9% | D: -20% | E: -7% | F: -1.8 | G: 6% | H: 21%

Look-ups from the list:
Entry for `O=C(NCCCN1CCCC1)c1cc(Sc2ccc(F)cc2)nc2ccccc12` under IL-2 act: 0.0
Entry for `Cc1ccc(-n2[nH]c(=O)c3cccnc32)cc1` under IL-2 act: -1.8

5 entries from above, arranged by the value under PLK1 PBD block, largest number first:
Compound,PLK1 PBD block
Cn1nc(-c2ccc(Cl)cc2)cc1NC(=O)CC(C)(C)CC(=O)O,-1%
O=c1ccn(-c2cccc(C(F)(F)F)c2)nc1-c1ccn(-c2ccccc2)n1,-2%
COc1ccccc1NC(=O)Nc1ccnn1Cc1cccs1,-6%
CCCCN(C(=O)CSCc1c(C)noc1C)c1c(N)n(CCC)c(=O)[nH]c1=O,-10%
Cc1ccc(-c2nnn(CC(=O)Nc3cccc4cccnc34)n2)o1,-11%
